BioA inh – M. tuberculosis BioA enzyme inhibitors, primary screen, biochemical, plate reader, single point, HTS | inhibition, % at 9.99 µM | 7,8-diaminopelargonic acid synthase BioA (Mycobacterium tuberculosis) | 360,000 compounds, 0.096% hits | AID 602481, 2012 | purified M. tuberculosis BioA enzyme; in the data active = inhibition above about 40%; inconclusive = no clear call, values can overlap the other calls
GDH-TPI counter – GDH-TPI coupling enzyme inhibitors, primary screen, artefact control for M. tuberculosis FBA inhibitor project, biochemical, absorbance, full deck; 360,000 compounds, 1.2% hits; inhibition, % at 4.8 µM; GDH-TPI coupled enzyme counterscreen, NADH absorbance; AID 588335, 2011; in the data active = inhibition above about 30%;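 note: 0% = DMSO wells and 100% = wells lacking the enzyme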
BoNT F protease – BoNT/F light chain protease inhibitors, primary screen, biochemical, flow cytometry, MLPCN library; Botulinum neurotoxin type F light chain protease (Clostridium botulinum); Multiplex microsphere protease cleavage assay; inhibition, % at 10 µM; 360,000 compounds, 0.22% hits; AID 588497, 2011; in the data active = inhibition above about 35%, passing the limit was not always enough; inconclusive = no clear call, values can overlap the other calls; note: plate controls were buffer without enzyme for full effect and enzyme alone for no effect
Mtb UGM inh – M. tuberculosis UGM enzyme inhibitors, primary screen, biochemical, fluorescence polarization, single point | UDP-galactopyranose mutase (Mycobacterium tuberculosis (strain ATCC 25618 / H37Rv)), … | purified UGM, fluorescence polarization probe displacement | inhibition, % at 10 µM | 320,000 compounds, 0.06% hits | AID 504406, 2011; in the data active = inhibition above about 10%, passing the limit was not always enough; inconclusive = no clear call, values can overlap the other calls
Target sequence (P9WIQ1 whole entry, looked up): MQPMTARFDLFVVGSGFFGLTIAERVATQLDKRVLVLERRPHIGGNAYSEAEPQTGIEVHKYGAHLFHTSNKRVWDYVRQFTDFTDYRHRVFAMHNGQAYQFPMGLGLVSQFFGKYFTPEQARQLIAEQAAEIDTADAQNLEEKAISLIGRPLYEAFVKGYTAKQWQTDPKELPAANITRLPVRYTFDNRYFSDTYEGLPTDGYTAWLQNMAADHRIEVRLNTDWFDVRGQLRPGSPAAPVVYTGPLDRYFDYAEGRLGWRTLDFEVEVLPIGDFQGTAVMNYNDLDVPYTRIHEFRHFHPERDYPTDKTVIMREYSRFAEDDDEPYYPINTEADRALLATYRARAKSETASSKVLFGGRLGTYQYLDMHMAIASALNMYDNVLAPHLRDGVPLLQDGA
FBA Mtb inh – Mtb FBA enzyme inhibitors, primary screen, biochemical, fluorescence, strain H37Rv; inhibition, % at 1 µM; Fructose-bisphosphate aldolase (Mycobacterium tuberculosis (strain ATCC 25618 / H37Rv)), …; purified M. tuberculosis FBA, fluorescence read-out; 360,000 compounds, 2.3% hits; in the data active = inhibition above about 27%;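 note: 0% = vehicle and 100% = reference inhibitor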
MazEF act – activators of E. coli MazEF toxin-antitoxin RNase, primary screen, biochemical, fluorescence, uHTS; Endoribonuclease toxin MazF (Escherichia coli (strain K12)), P0AE70; FAM/BHQ RNA-DNA oligo cleavage fluorescence, 5 h; activation, % at 20 µM; 350,000 compounds, 0.32% hits; AID 504720, 2011; in the data active = activation above about 50%
Target sequence (P0AE70 whole entry, looked up): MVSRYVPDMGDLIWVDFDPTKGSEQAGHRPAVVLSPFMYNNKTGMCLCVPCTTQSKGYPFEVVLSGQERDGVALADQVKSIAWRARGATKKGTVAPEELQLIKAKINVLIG
Rv3671c protease – Rv3671c serine protease inhibitors, primary screen, biochemical, fluorescence polarization, M. tuberculosis H37Rv; P9WHR9; inhibition, % at 5.96 µM; 320,000 compounds, 0.048% hits; in the data active = inhibition above about 38%;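 note: extracellular domain of Rv3671c used as enzyme; 0% = enzyme with DMSO and 100% = no enzyme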
Target sequence (P9WHR9 whole entry, looked up, the tested form may be a part): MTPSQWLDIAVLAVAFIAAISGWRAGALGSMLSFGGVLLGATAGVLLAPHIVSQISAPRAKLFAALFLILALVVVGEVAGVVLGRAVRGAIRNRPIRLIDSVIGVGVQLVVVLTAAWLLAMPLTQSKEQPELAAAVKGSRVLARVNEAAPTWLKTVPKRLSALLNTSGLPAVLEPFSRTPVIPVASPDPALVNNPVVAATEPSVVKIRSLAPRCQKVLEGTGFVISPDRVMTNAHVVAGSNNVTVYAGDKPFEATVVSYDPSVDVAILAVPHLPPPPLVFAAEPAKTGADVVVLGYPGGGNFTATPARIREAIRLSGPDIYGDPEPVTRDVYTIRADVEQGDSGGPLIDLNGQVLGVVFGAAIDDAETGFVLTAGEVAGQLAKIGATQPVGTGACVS
FadD28 FP inh – inhibitors of FadD28 bisubstrate probe binding, primary screen, biochemical, fluorescence polarization, single point; inhibition, % at 12.5 µM; Mycobacterium tuberculosis FadD28 fatty-acid-AMP ligase; 360,000 compounds, 0.22% hits; AID 588549, 2011; in the data active = inhibition above about 8.5%, passing the limit was not always enough; inconclusive = no clear call, values can overlap the other calls
PrPC TRFRET – inhibitors of human cell surface prion protein PrPC, primary screen, cell-based, TR-FRET; inhibition, % at 13.8 µM; Major prion protein (Homo sapiens), P04156; AID 720596, 2013; TR-FRET read-out; 370,000 compounds, 0.43% hits; in the data active = inhibition above about 24%; note: 0% = median of the test wells and 100% = reference compound wells
* hit, by the source's call; ? = inconclusive; / = not tested or not shown; + = active, no number.

SMILES	BioA inh	GDH-TPI counter	BoNT F protease	Mtb UGM inh	FBA Mtb inh	MazEF act	Rv3671c protease	FadD28 FP inh	PrPC TRFRET
NC(=O)c1ccc(Oc2ncc(C(F)(F)F)cc2Cl)cc1	/	0	-4	1.3	1	10	-2	-2.5	7
COc1cccc(-c2nc3ccccc3c(=O)n2NC(=O)c2cccnc2Cl)c1	-0.6	-1	1	1.6	-3	5	0	-4.0	3
COc1ccc(N(CC(=O)Nc2ccc3c(c2)OCCO3)S(=O)(=O)c2c(C)nn(C)c2C)cc1	-0.1	16	-15	-2.5	5	-2	-3	0.8	2
CCNc1nc(Oc2ccc(Cl)cc2Cl)cc(C(F)(F)F)n1	/	-5	4	1.1	1	-7	-8	-2.7	-2
CCOC(=O)c1nn(C)c(=S)n(C)c1=O	-3.5	13	-5	/	3	-20	/	0.0	-10
Cc1c(C)c2ccc(OC(C)C(=O)NCCN3CCOCC3)c(C)c2oc1=O (stereo not given)	6.6	9	-5	-0.6	47*	10	-2	-3.1	7
CCCC(C(=O)NC1CCCC1)N(Cc1ccc(F)cc1)C(=O)c1snc(C(N)=O)c1N (stereo not given)	/	-1	-1	-0.8	6	8	2	0.5	0
Cc1cc(C(=O)OC(C)C(=O)Nc2cccc(Cl)c2)on1 (stereo not given)	-0.2	4	-11	/	-3	4	/	0.3	-1
CCOCCn1c(CN2CCN(CC)CC2)nc2c1c(=O)n(C)c(=O)n2C	-2.9	14	-2	0.1	5	-3	-2	-0.5	-8
N#CCCN(C(=O)COC(=O)CNS(=O)(=O)c1ccc2ccccc2c1)c1ccccc1	2.0	3	5	0.5	-2	5	-7	-1.7	-2
O=C(CSc1nc(C(F)(F)F)cc(=O)[nH]1)Nc1ccc2c(c1)OCCO2	2.8	-10	4	2.8	-2	1	6	-5.2	0
COc1ccc(N(C)S(=O)(=O)c2c(C)[nH]c(=O)[nH]c2=O)cc1	/	4	10	-1.6	2	-4	6	-1.3	-3

As entered above.
BoNT F protease, CCNc1nc(Oc2ccc(Cl)cc2Cl)cc(C(F)(F)F)n1 → 4
PrPC TRFRET, Cc1c(C)c2ccc(OC(C)C(=O)NCCN3CCOCC3)c(C)c2oc1=O (stereo not given) → 7

(next part)
SMILES	BioA inh	GDH-TPI counter	BoNT F protease	Mtb UGM inh	FBA Mtb inh	MazEF act	Rv3671c protease	FadD28 FP inh	PrPC TRFRET
CC1=N/C(=C\c2ccccc2Cl)C(=O)O1	/	0	0	0.4	3	-21	1	-2.1	4
CC1=NN(C(=O)c2cccc(Cn3nc(C)c([N+](=O)[O-])c3C)c2)C(O)(C(F)(F)F)C1 (stereo not given)	/	-6	-7	-0.4	-2	4	-5	-0.1	/
COc1ccc2cc(/C(C)=N/NC(=O)C3CC3)ccc2c1	/	2	0	-3.7	+	-7	-4	-1.3	5
COc1cc(O)c(C(CC(=O)N2CCOCC2)c2cc(OC)c(OC)c(OC)c2)c(OC)c1 (stereo not given)	-1.2	-6	3	/	-3	6	/	-3.1	-4
O=C(/C=C/c1ccccc1)Nc1cccc(C(=O)NCCCCc2ccccc2)c1	-1.2	-1	3	/	-4	-13	/	-3.5	-14
Cn1c(-c2ccccc2)c(C=O)c2ccccc21	/	3	-3	1.8	0	3	-2	-1.6	14
Cc1ccc(CCNC(=O)CN2C(=O)COc3ccc(S(=O)(=O)N4CCOCC4)cc32)cc1	-1.4	1	-6	-1.6	-2	7	6	-1.6	4
CCOc1ccccc1OCCCC(=O)NNC(=O)c1nn(C)c(=O)c2ccccc12	2.8	1	-10	-2.4	0	1	6	-2.4	0
COc1ccccc1NC(=O)c1ccc2nc(N3C(=O)CCC3=O)sc2c1	0.7	6	2	-3.4	0	5	-5	2.1	9
O=C(CO/N=C/c1ccccc1OC(F)F)NCc1cccs1	-4.6	7	-3	1.4	3	-8	-4	0.3	-6
Cn1cccc1C(=O)OCC(=O)NC1CCS(=O)(=O)C1 (stereo not given)	/	5	2	-1.0	2	-8	-1	0.0	-5
COc1cccc(CC2(CO)CCCN(Cc3ccc(-c4ccco4)cc3)C2)c1 (stereo not given)	/	-2	5	-1.2	0	-13	-13	-3.5	2
Cn1c(O)c(C=NCCCCCC(=O)O)c(=O)n(C)c1=O	2.8	2	-1	/	1	2	/	0.4	-3
Cc1cc(N=Cc2cc(Cl)ccc2O)no1	-1.1	15	2	0.3	2	-17	9	-1.8	2
Cn1cc(Br)c(C(=O)NNC(=O)c2cccc(Br)c2)n1	/	-5	-12	1.8	1	3	8	-2.9	-5
CCC12C=CCN3CCC4(c5cc(Br)c(OC)cc5N(C)C4C(O)(C(=O)OC)C1OC(C)=O)C32 (stereo not given)	2.7	1	-62	1.4	-1	8	5	-1.5	1
CCC(C)C(CO)NCCCn1cnc2c(OCc3ccccc3)ncnc21 (stereo not given)	-0.5	9	2	/	1	2	/	-0.3	-7
N/C(=N\OC(=O)c1ccc(Cl)cc1Cl)c1ccncc1	/	-2	4	1.5	-2	-10	-1	0.0	-4
Cc1ccnc(N/C=C(/NC(=O)c2ccccc2)C(=O)N/N=C\c2ccc(Cl)cc2)n1	22	91*	-1	-0.6	-5	9	-10	-8.3	7
CCCc1nnc(SCC(=O)N2CCCC2)n1Cc1ccco1	/	4	-1	-1.3	-3	7	0	-1.5	2
C/C(=N\NC(=S)Nc1ccccc1C)c1cc2ccccc2o1	-3.3	49*	-6	3.7	2	-2	-1	-1.8	10
Cc1cccc(C)c1Cn1c(C)c(C(=O)NCc2ccc([N+](=O)[O-])cc2)sc1=O	0.1	4	-12	/	0	/	/	?	8
O=C1C(=O)N(Cc2cccnc2)C(c2cccc([N+](=O)[O-])c2)/C1=C(/O)c1ccc2c(c1)OCO2 (stereo not given)	-1.2	19	-3	-2.0	2	-7	-7	-1.1	-3
CCOC(=O)c1c(C)c(C(=O)Nc2ccccc2)c(C)n1CC	/	-8	8	0.5	9	10	5	-0.8	-1
Cc1ccc(C)c(OCC(=O)Nc2ccc(S(=O)(=O)Nc3onc(C)c3C)cc2)c1	-0.2	-1	-3	0.3	3	-1	0	2.1	-1
Cn1c(N2CCC(C(N)=O)CC2)nc2c1c(=O)n(Cc1cccc(Br)c1)c(=O)n2C	/	4	-8	0.5	2	2	-15	-2.3	42*
Cc1ccc(CNC(=O)CCS(=O)(=O)c2ccc(Br)cc2)cc1	/	-2	6	/	-2	-8	/	-0.9	-1
COc1cc(CC(=O)OCC(=O)c2ccc[nH]2)cc(OC)c1OC	0.0	9	-1	-0.2	0	1	-9	-5.1	6
COc1ccc(C2CC(c3ccc4ccccc4c3)=NN2C(=O)CNC2CCCCC2)cc1 (stereo not given)	0.1	-1	-8	1.1	6	-24	-6	-2.0	-13
COc1ccc(NC(=O)Cc2nnc(SCC(=O)c3ccccc3)n2C)cc1	-2.2	2	-8	-0.6	0	5	4	-1.2	-1
COc1ccc(S(=O)(=O)n2nc(C)c(S(=O)(=O)N3CCOCC3)c2C)cc1	-0.4	1	12	0.1	0	0	2	-3.2	3
COc1ccc(Cc2nnc(NC(=O)c3ccc(OC)c(OC)c3)s2)cc1OC	-1.6	3	-8	-2.2	2	8	-9	-1.9	1
O=C1C2(c3ccccc3)CN3CN(C2)CC1(c1ccccc1)C3	-0.9	-7	3	-1.1	1	8	-4	-4.6	3
C/C(=N\NC(=O)c1ccc(NS(=O)(=O)c2cccs2)cc1)c1ccc(O)cc1O	-1.0	68*	-1	0.1	1	9	30	1.2	-3
Cc1ccc(S(=O)(=O)N(C)CC(=O)N2CCN(C(=O)c3ccco3)CC2)cc1	-0.9	2	-15	1.8	-3	0	-8	0.0	-2
O=C(Nc1ccccc1C(=O)O)c1cccc(N2C(=O)c3ccccc3C2=O)c1	-0.3	8	-11	3.8	0	-2	2	-4.9	-6

Record cards (already shown). Values in the order: BioA inh	GDH-TPI counter	BoNT F protease	Mtb UGM inh	FBA Mtb inh	MazEF act	Rv3671c protease	FadD28 FP inh	PrPC TRFRET
C/C(=N\NC(=O)c1ccc(NS(=O)(=O)c2cccs2)cc1)c1ccc(O)cc1O is listed with -1.0	68*	-1	0.1	1	9	30	1.2	-3
COc1ccc(NC(=O)Cc2nnc(SCC(=O)c3ccccc3)n2C)cc1 is listed with -2.2	2	-8	-0.6	0	5	4	-1.2	-1
Cc1ccc(C)c(OCC(=O)Nc2ccc(S(=O)(=O)Nc3onc(C)c3C)cc2)c1 is listed with -0.2	-1	-3	0.3	3	-1	0	2.1	-1
O=C1C2(c3ccccc3)CN3CN(C2)CC1(c1ccccc1)C3 is listed with -0.9	-7	3	-1.1	1	8	-4	-4.6	3

More compounds:
SMILES	BioA inh	GDH-TPI counter	BoNT F protease	Mtb UGM inh	FBA Mtb inh	MazEF act	Rv3671c protease	FadD28 FP inh	PrPC TRFRET
O=C(Nc1ccc2c(c1)COC2=O)c1ccc(Cl)c(Cl)c1	-2.4	1	-4	-5.6	-2	-25	-159	-1.9	5
COc1ccc(Cc2nc(-c3ccncc3)no2)cc1	/	-6	-3	2.8	3	-4	-2	0.2	9
Cc1ccc(S(=O)(=O)Nc2ccccc2C(=O)N2CCCCC2C)c(C)c1NS(C)(=O)=O (stereo not given)	-3.9	9	19	-1.0	1	-6	-5	0.5	3
CC1SC(C)C(=O)N(CC(=O)NCc2ccc(F)cc2)C1=O (stereo not given)	-0.6	0	0	-0.3	-4	6	-11	-1.9	6
Cc1ccccc1NC(=O)c1ccccc1	0.0	-3	-8	1.5	-1	5	-3	0.7	1
Cn1c(=N)n(CC(=O)c2cccs2)c2ccccc21	-0.3	11	-8	-0.8	1	4	5	-0.6	-4
Cc1cc(C)c(NC(=O)C2=CCN(S(=O)(=O)c3ccc(F)cc3)CC2)c(C)c1	-0.4	0	-1	3.1	2	17	-6	-0.4	9
CN(Cc1nccs1)C(=O)C1CCC(=O)N(CCc2ccc(Cl)cc2)C1 (stereo not given)	-1.7	4	1	1.2	-4	4	-11	0.3	-5
Cc1cccc(NS(=O)(=O)c2cc([N+](=O)[O-])ccc2C)n1	/	-1	4	0.2	4	2	5	1.4	-12
COCCCNC(=O)CSc1nc2cc3c(cc2c(=O)n1CCCC(=O)NCc1ccc(OC)cc1)OCO3	-0.2	12	-10	1.8	2	-6	-2	-3.4	-7
COc1ccc(CC(=O)Nc2ccc(-c3ccc4nnc(C)n4n3)cc2)cc1OC	-0.8	-2	-4	1.5	0	8	-3	-2.5	-37
Cc1ccc(N2C(=O)CC(C)(C)CC2=O)cc1Cl	-2.3	1	?	-0.4	1	4	0	-1.7	-8

High-throughput results deposited in PubChem BioAssay by several laboratories.
